# Bioassay records deposited in PubChem by Broad Institute.
# BioA inh – blocks M. tuberculosis BioA enzyme activity; purified M. tuberculosis BioA enzyme, plate reader; inhibition, % at 9.99 µM; hit rate 0.096% among 360,000; AID 602481; in the data active = inhibition above about 40%
# An asterisk follows results filed as active. Only part of the results is shown; rates above refer to the full screens.
# Start of the data: the first 5 entries (preview)
nr	SMILES	BioA inh
1	COCC(=O)Nc1ccc2c(c1)OC[C@@H](C)N(Cc1ccncc1)C[C@H](C)[C@@H](OC)CN(C)C2=O	-0.3
2	CO[C@@H]1CN(C)C(=O)c2ccc(NS(=O)(=O)c3ccc(Cl)cc3)cc2OC[C@H](C)N(C(=O)NC(C)C)C[C@H]1C	-0.5
3	CN1C[C@H](O)COC[C@H]2O[C@H](CC(=O)NC3CCC3)CC[C@@H]21	-1.7
4	CCCC(=O)Nc1ccc2c(c1)OC[C@@H](C)N(Cc1ccccc1F)C[C@H](C)[C@H](OC)CN(C)C2=O	0.7
5	C[C@@H]1CN([C@H](C)CO)S(=O)(=O)c2ccc(Br)cc2O[C@H]1CN(C)C(=O)c1cnccn1	4.9

# This part in full, previewed entries included:
nr	SMILES	BioA inh
1	COCC(=O)Nc1ccc2c(c1)OC[C@@H](C)N(Cc1ccncc1)C[C@H](C)[C@@H](OC)CN(C)C2=O	-0.3
2	CO[C@@H]1CN(C)C(=O)c2ccc(NS(=O)(=O)c3ccc(Cl)cc3)cc2OC[C@H](C)N(C(=O)NC(C)C)C[C@H]1C	-0.5
3	CN1C[C@H](O)COC[C@H]2O[C@H](CC(=O)NC3CCC3)CC[C@@H]21	-1.7
4	CCCC(=O)Nc1ccc2c(c1)OC[C@@H](C)N(Cc1ccccc1F)C[C@H](C)[C@H](OC)CN(C)C2=O	0.7
5	C[C@@H]1CN([C@H](C)CO)S(=O)(=O)c2ccc(Br)cc2O[C@H]1CN(C)C(=O)c1cnccn1	4.9
6	CO[C@@H]1CN(C)C(=O)c2cc(NC(=O)c3ccccc3)ccc2OC[C@@H](C)N(C(C)=O)C[C@@H]1C	-1.1
7	CO[C@@H]1CN(C)C(=O)c2ccc(NC(=O)Nc3ccc(Cl)cc3)cc2OC[C@@H](C)N(C)C[C@@H]1C	1.9
8	CCCN(C)C[C@H]1OCCCC[C@@H](C)Oc2ccc(NC(=O)C3CCCCC3)cc2C(=O)N([C@@H](C)CO)C[C@H]1C	0.9
9	Cc1ccc(S(=O)(=O)Nc2ccc3c(c2)CC(=O)N([C@H](C)CO)C[C@H](C)[C@H](CN(C)S(=O)(=O)c2c(C)noc2C)O3)cc1	-3.7
10	CNC[C@H]1Oc2cc(C#Cc3ccc(OC)cc3)ccc2S(=O)(=O)N([C@H](C)CO)C[C@@H]1C	2.8
11	Cc1ccc(S(=O)(=O)N(C)C[C@H]2Oc3ccc(NC(=O)CCCCCC(=O)Nc4ccccc4N)cc3CC(=O)N([C@@H](C)CO)C[C@H]2C)cc1	-0.2
12	O=C(C[C@H]1CC[C@@H]2[C@H](COC[C@H](O)CN2Cc2ccccc2)O1)N[C@H]1CCN(Cc2ccccc2)C1	-0.5
13	Cc1cccc(S(=O)(=O)N2C[C@@H](O)COC[C@@H]3O[C@H](CC(=O)N4CCN(C)CC4)CC[C@H]32)c1	-0.9
14	C[C@@H]1CN([C@H](C)CO)C(=O)Cc2cc(N(C)C)ccc2O[C@H]1CN(C)Cc1ccc2c(c1)OCO2	0.7
15	COC(=O)C[C@H]1C[C@H]2c3cc(NC(=O)c4cccnc4)ccc3O[C@H]2[C@@H](CO)O1	23
16	Cc1ccc(S(=O)(=O)N[C@@H]2CC[C@H](CC(=O)NCc3ccc(Cl)c(Cl)c3)O[C@H]2CO)cc1	0.2
17	CCCN1[C@@H]2c3cccc(=O)n3C[C@H]1[C@H](CO)[C@H]2C(=O)N(C)C	-0.8
18	CCC(=O)Nc1ccc2c(c1)OC[C@@H](C)N(C(=O)CN(C)C)C[C@@H](C)[C@@H](OC)CN(C)C2=O	0.0
19	CN1C(=O)c2cc(NC(=O)Nc3ccccc3Cl)ccc2OC[C@@H]2O[C@H](CC(=O)NCCCN3CCOCC3)CC[C@@H]21	0.2
20	O=C(C[C@@H]1C=C[C@@H](NC(=O)Nc2ccccc2)[C@H](CO)O1)NCc1ccccn1	-3.3
21	CO[C@H]1CN(C)C(=O)c2ccc(NC(=O)C3CC3)cc2OC[C@H](C)N(C(=O)c2ccccc2)C[C@H]1C	2.0
22	COC(=O)[C@]1(CCS(=O)(=O)c2ccccc2)N=C(c2ccc(OCCCO)cc2)O[C@@H]1c1ccccc1	1.1
23	Cc1ccccc1S(=O)(=O)NCC[C@@H]1CC[C@@H](NC(=O)Nc2cccc(Cl)c2)[C@@H](CO)O1	-0.1
24	CN(C)C(=O)c1cccc(-c2ccc3c(c2)[C@H]2[C@H](CCN2C(=O)c2ccc4c(c2)OCO4)[C@H](CO)N3)c1	23
25	O=C(C[C@@H]1CC[C@@H]2[C@H](COC[C@@H](O)CN2C(=O)Nc2ccc(Cl)c(Cl)c2)O1)NC1CCC1	0.8
26	N#C[C@@H]1[C@H](c2ccc(C#CCC3CCCC3)cc2)[C@H](CO)N1C(=O)CN1CCOCC1	1.0
27	COCC(=O)Nc1ccc2c(c1)C(=O)N(C)C[C@@H](OC)[C@@H](C)CN(C(=O)C1CCCC1)[C@H](C)CO2	-1.5
28	CCCNC(=O)Nc1ccc2c(c1)C(=O)N(C)C[C@H](OC)[C@H](C)CN(C(=O)c1ccccc1F)[C@@H](C)CO2	-1.6
29	C[C@@H]1CN([C@@H](C)CO)C(=O)CCCn2cc(nn2)CO[C@@H]1CN(C)Cc1cccc(C(F)(F)F)c1	-0.7
30	CCCNC(=O)N1C[C@H](C)[C@@H](OC)CN(C)C(=O)c2ccc(NC(C)=O)cc2OC[C@H]1C	0.9

# Random excerpt: 3 compounds from above, in no set order.
nr	SMILES	BioA inh
26	N#C[C@@H]1[C@H](c2ccc(C#CCC3CCCC3)cc2)[C@H](CO)N1C(=O)CN1CCOCC1	1.0
7	CO[C@@H]1CN(C)C(=O)c2ccc(NC(=O)Nc3ccc(Cl)cc3)cc2OC[C@@H](C)N(C)C[C@@H]1C	1.9
10	CNC[C@H]1Oc2cc(C#Cc3ccc(OC)cc3)ccc2S(=O)(=O)N([C@H](C)CO)C[C@@H]1C	2.8

# Other records
nr	SMILES	BioA inh
31	COc1ccc(NC(=O)N(C)C[C@H]2Oc3ccc(N(C)C)cc3C(=O)N([C@H](C)CO)C[C@@H]2C)cc1	-0.3
32	C[C@H]1CN([C@@H](C)CO)C(=O)c2cc(NS(=O)(=O)c3ccc(Cl)cc3)ccc2O[C@H]1CN(C)C(=O)Nc1ccc2c(c1)OCO2	1.4
33	C/C=C/c1ccc([C@H]2[C@@H](CN(C)C(=O)C3CC3)N(C(=O)CC)[C@H]2CO)cc1	-0.9
34	C[C@H]1CN([C@@H](C)CO)C(=O)Cc2cc(NC(=O)NC3CCCCC3)ccc2O[C@@H]1CN(C)Cc1ccc(Oc2ccccc2)cc1	-1.4
35	CO[C@H]1CN(C)C(=O)c2cc(NC(=O)Nc3ccc(C(F)(F)F)cc3)ccc2OC[C@H](C)NC[C@@H]1C	0.0
36	C[C@H]1CN([C@@H](C)CO)C(=O)c2cc(-c3ccccc3F)cnc2O[C@@H]1CN(C)C(=O)CN(C)C	-1.3
37	C[C@@H]1CCCCO[C@H](CN(C)C)[C@@H](C)CN([C@H](C)CO)C(=O)c2cc(NS(=O)(=O)c3cccs3)ccc2O1	1.6
38	CN(C)CC#Cc1ccc([C@@H]2[C@@H](CO)N3CCCCN(C(=O)Nc4cc(F)ccc4F)C[C@@H]23)cc1	-0.3
39	CN1c2ccc(-c3cccc(C#N)c3)cc2[C@H]2[C@H](CCN2S(=O)(=O)c2cccc(F)c2)[C@@H]1CO	5.5
40	C[C@@H]1CN([C@@H](C)CO)C(=O)Cc2cc(NC(=O)Nc3ccccc3)ccc2O[C@@H]1CN(C)Cc1ccc(Cl)c(Cl)c1	-2.2
41	O=C(NCC[C@@H]1CC[C@H](NC(=O)C2CCCCC2)[C@@H](CO)O1)Nc1ccc(Cl)cc1	4.3
42	CCC(=O)N(C)C[C@@H]1[C@@H](c2ccc(C3=CCCC3)cc2)[C@H](CO)N1C(=O)CC	-4.0
43	Cc1ccc(S(=O)(=O)N[C@H]2C=C[C@H](CC(=O)NC3CCCCC3)O[C@@H]2CO)cc1	-0.7
44	COc1ccc(NC(=O)Nc2ccc3c(c2)CC(=O)N([C@H](C)CO)C[C@H](C)[C@@H](CN(C)S(=O)(=O)c2ccc(F)cc2)O3)cc1	-1.9
45	C[C@@H]1CN([C@@H](C)CO)C(=O)c2cccc(NC(=O)Nc3ccc(C(F)(F)F)cc3)c2O[C@@H]1CN(C)Cc1ccc(C(=O)O)cc1	1.1
46	COc1ccc(CN(C)C[C@H]2Oc3c(NS(=O)(=O)c4cn(C)cn4)cccc3C(=O)N([C@H](C)CO)C[C@H]2C)cc1	4.2
47	CC=Cc1ccc2n(c1=O)C[C@H]1[C@H](CO)[C@@H](C(=O)N[C@@H](C)c3ccccc3)[C@@H]2N1Cc1cccnc1 (mixture of isomers)	0.5
48	Cc1ccc(-c2ccc3c(c2)O[C@H](CN(C)Cc2cncnc2)[C@@H](C)CN([C@@H](C)CO)S3(=O)=O)cc1	5.9
49	CC(C)NC(=O)N(C)C[C@@H]1Oc2c(NC(=O)C3CC3)cccc2C(=O)N([C@H](C)CO)C[C@@H]1C	-1.1
50	C[C@@H]1CN([C@H](C)CO)C(=O)c2cc(C#Cc3cccc(F)c3)cnc2O[C@@H]1CN(C)CC1CCOCC1	0.0
51	CN1C(=O)c2cc(NC(=O)c3cccc(F)c3)ccc2OC[C@@H]2O[C@@H](CC(=O)N3CCc4ccccc4C3)CC[C@H]21	9.4
52	O=C(Cc1ccccn1)NCC[C@@H]1CC[C@H](NC(=O)Nc2ccc(F)cc2)[C@@H](CO)O1	-3.4
53	C[C@H]1CN([C@@H](C)CO)C(=O)Cc2cc(NC(=O)Cn3cnnn3)ccc2O[C@@H]1CN(C)Cc1ccc(Cl)c(Cl)c1	8.5
54	Cc1cccc(S(=O)(=O)N2CCCCN3[C@@H](CO)[C@@H](c4ccc(-c5cccnc5)cc4)[C@@H]3C2)c1	-0.2
55	CC(=O)N(C)C[C@@H]1Oc2cc(C#Cc3ccncc3)ccc2S(=O)(=O)N([C@@H](C)CO)C[C@@H]1C	-1.1
56	C[C@H]1CN([C@@H](C)CO)C(=O)c2cc(NC(=O)c3ccncc3)ccc2O[C@H]1CN(C)C(=O)Nc1ccc(F)cc1	0.2
57	COc1ccc(S(=O)(=O)N(C)C[C@@H]2Oc3ccc(NC(=O)Nc4cccc5ccccc45)cc3C(=O)N([C@H](C)CO)C[C@H]2C)cc1	-2.4
58	CC(=O)N1C[C@@H]2[C@H](c3ccccc31)[C@H](CO)N2C(=O)Nc1ccc(F)cc1	2.2
59	CN1CCN(C(=O)C[C@@H]2CC[C@H]3[C@@H](COC[C@H](O)CN3S(=O)(=O)c3cccc(Cl)c3)O2)CC1	-1.0
60	COc1ccc(S(=O)(=O)Nc2ccc3c(c2)C(=O)N([C@H](C)CO)C[C@H](C)[C@@H](CN(C)C(=O)C2CCCCC2)OCCCC[C@H](C)O3)cc1	-0.3
61	Cc1ccc(S(=O)(=O)N(C)C[C@@H]2Oc3ccc(NC(=O)Nc4ccc(F)cc4)cc3CC(=O)N([C@H](C)CO)C[C@H]2C)cc1	0.0
62	COc1ccc(S(=O)(=O)N2C[C@@H](O)COC[C@H]3O[C@H](CC(=O)N[C@@H]4CCN(Cc5ccccc5)C4)CC[C@@H]32)cc1	-1.2
63	CO[C@H]1CN(C)C(=O)c2cc(NC(=O)C3CC3)ccc2OC[C@@H](C)N(Cc2cccnc2)C[C@H]1C	-0.1
64	C[C@@H]1CN([C@H](C)CO)C(=O)Cc2cc(NS(=O)(=O)c3cccs3)ccc2O[C@H]1CN(C)C(=O)Nc1ccccc1	-1.7
65	CNC[C@H]1Oc2ccc(NC(=O)NC(C)C)cc2CC(=O)N([C@H](C)CO)C[C@H]1C	1.3
66	CO[C@@H]1CN(C)C(=O)c2ccc(NC(=O)c3ccccn3)cc2OC[C@@H](C)N(CC2CC2)C[C@H]1C	0.8
67	O=C(C[C@@H]1CC[C@@H]2[C@H](COC[C@@H](O)CN2Cc2ccc(F)cc2)O1)NCCc1ccccc1	-0.7
68	C/C=C/c1ccc2c(c1)O[C@@H](CN(C)C(=O)NC(C)C)[C@@H](C)CN([C@@H](C)CO)S2(=O)=O	3.5
69	C[C@@H]1CCCCO[C@@H](CN(C)C(=O)c2ccccc2)[C@@H](C)CN([C@H](C)CO)C(=O)c2cc(NC(=O)Nc3ccc(F)cc3)ccc2O1	-3.4
70	C[C@H]1CN([C@@H](C)CO)C(=O)c2cc(NC(=O)c3ccncc3)ccc2O[C@@H]1CN(C)Cc1ccc(C(F)(F)F)cc1	-0.1
71	CC(C)NC(=O)N[C@@H]1CC[C@H](CCn2cc(-c3ccccc3)nn2)O[C@H]1CO	-2.6
72	CC(=O)N(C)C[C@H]1Oc2cc(-c3ccccc3F)ccc2S(=O)(=O)N([C@H](C)CO)C[C@H]1C	-1.1
73	CCCC#Cc1cnc2c(c1)C(=O)N([C@@H](C)CO)C[C@H](C)[C@@H](CN(C)C(=O)c1cccc(F)c1)O2	0.3
74	O=C(O)C[C@H]1C[C@@H]2c3cc(NC(=O)NC4CCCCC4)ccc3O[C@@H]2[C@H](CO)O1	-2.4
75	COCC#Cc1ccc2c(c1)O[C@@H](CN(C)C(=O)c1ccccc1)[C@H](C)CN([C@@H](C)CO)S2(=O)=O	26
76	C[C@H](NC(=O)C[C@H]1C=C[C@@H](NC(=O)C2CC2)[C@@H](CO)O1)c1ccccc1	-3.8
77	COCCNC(=O)C[C@H]1CC[C@@H]2[C@@H](COc3ccc(NS(=O)(=O)c4ccc(Cl)cc4)cc3C(=O)N2C)O1	1.7
78	C[C@H](NC(=O)C[C@H]1C[C@H]2c3cc(NC(=O)C4CCC4)ccc3O[C@H]2[C@@H](CO)O1)c1ccccc1	-2.2
79	CN(C)CC(=O)N[C@H]1C=C[C@H](CC(=O)NCCN2CCCCC2)O[C@@H]1CO	-2.1
80	CN(C)C(=O)C[C@H]1C[C@@H]2c3cc(NS(=O)(=O)c4ccc(F)cc4)ccc3O[C@@H]2[C@H](CO)O1	-1.2
81	C[C@H]1CN([C@@H](C)CO)C(=O)c2cc(C#CC(C)(C)O)cnc2O[C@H]1CN(C)C(=O)C1CCC1	-1.9
82	C[C@H]1CCCCO[C@@H](CN(C)C(=O)Nc2ccc(C(F)(F)F)cc2)[C@@H](C)CN([C@@H](C)CO)C(=O)c2cc(NC(=O)c3ccccc3)ccc2O1	-1.3
